High-throughput results as filed in PubChem BioAssay.
PI4K2A inh: PI4K2A (human) kinase inhibition; activity change, negative = inhibition, % at 76.9 µM; 0.13% of 420,000 active; purified PI4K2A, ADP-Glo luminescence, 1 h; hits give low values; AID 1346378; in the data active means activity change below about -50%; inconclusive means mostly about -30% to -49%;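 further: -100% = wells without enzyme as full effect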
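Compounds are screened against recombinant PI4K2A using PI as substrate and ATP, the latter dispensed at 300 microM. Reactions run one hour at ambient temperature before ADP-Glo detection; full inhibition defined by wells lacking enzyme.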
BAZ2B block: inhibitors of human BAZ2B bromodomain | AlphaScreen BAZ2B-H3K14Ac peptide displacement | 4.4% of 360,000 active | Potency, µM (doses to about 114 µM), for inactives: top-dose activity change, negative = inhibition, hits mostly inhibitors | Q9UIF8; further: potency means the concentration at half of the fitted maximal effect; on the % scale 0 is the no-effect control and ±100 the full control effect; nearly all actives have a fitted effect of over 60% in size
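AlphaScreen displacement: compounds (up to 110uM) incubated 30 min at room temperature with a preformed 50 nM BAZ2B/50 nM biotinylated H3K14Ac peptide complex in PBS pH 7.4 with Tween-20. Donor and acceptor beads at 10 ug/mL final added, 20 min light-protected before reading.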
HP1b chromo inh: blocks HP1-beta chromodomain binding to methylated histone tails; P83916; AlphaScreen HP1-beta / biotin-H3K9me3 peptide binding; Potency, µM (top dose mostly 114 µM), inactives show top-dose activity change, negative = inhibition, actives largely listed as inhibitors; 0.56% of 390,000 active; AID 540317; further: potency means the concentration at half of the fitted maximal effect; nearly all actives have a fitted effect of over 70% in size; inactives centre near 23
Target sequence (P83916 whole entry, looked up): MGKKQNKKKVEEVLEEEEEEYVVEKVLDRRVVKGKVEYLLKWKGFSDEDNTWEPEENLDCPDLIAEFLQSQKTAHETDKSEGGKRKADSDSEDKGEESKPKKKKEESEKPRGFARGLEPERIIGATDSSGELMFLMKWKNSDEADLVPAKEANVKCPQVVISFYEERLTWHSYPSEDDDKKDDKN
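Compound inhibition of the preformed complex between 50 nM HP1-beta and 50 nM biotinylated H3K9me3 peptide was read by AlphaScreen. Buffer was PBS pH 7.4 with 0.01% Tween-20. Incubations ran 30 min at room temperature, with 10 ug/mL donor/acceptor beads.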
PGK inhibitor: blocks T. brucei phosphoglycerate kinase. P07378. PGK/GAPDH coupled, Kinase-Glo luminescence, 60 min. 0.043% of 380,000 active. Potency, µM (highest dose often 57.5 µM), inactives show at the top dose activity change, negative = inhibition, hits mostly inhibitors; further: potency means the concentration at half of the fitted maximal effect; on the % scale 0 is the no-effect control and ±100 the full control effect; nearly all actives have a fitted effect of over 60% in size
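Recombinant glycosomal PGK reaction used 1,3-bisphosphoglycerate generated in-well by GAPDH (100nM final) in 100mM TEA pH 7.6, 5mM MgCl2, 0.01% Tween-20. After 60 minutes at room temperature, ATP was read by Kinase-Glo Plus luminescence end-point.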
GLS inhibitor: blocks human kidney-isoform glutaminase activity; 0.21% of 410,000 active; GLS enzymatic activity, qHTS titration; AID 624170; Potency, µM (titrated, usually from 45.5 µM), for the others: at the highest dose activity change, negative = inhibition, hits mostly inhibitors; O94925; further: potency means the concentration at half of the fitted maximal effect; on the % scale 0 is the no-effect control and ±100 the full control effect
Target sequence (O94925 whole entry, looked up, canonical isoform): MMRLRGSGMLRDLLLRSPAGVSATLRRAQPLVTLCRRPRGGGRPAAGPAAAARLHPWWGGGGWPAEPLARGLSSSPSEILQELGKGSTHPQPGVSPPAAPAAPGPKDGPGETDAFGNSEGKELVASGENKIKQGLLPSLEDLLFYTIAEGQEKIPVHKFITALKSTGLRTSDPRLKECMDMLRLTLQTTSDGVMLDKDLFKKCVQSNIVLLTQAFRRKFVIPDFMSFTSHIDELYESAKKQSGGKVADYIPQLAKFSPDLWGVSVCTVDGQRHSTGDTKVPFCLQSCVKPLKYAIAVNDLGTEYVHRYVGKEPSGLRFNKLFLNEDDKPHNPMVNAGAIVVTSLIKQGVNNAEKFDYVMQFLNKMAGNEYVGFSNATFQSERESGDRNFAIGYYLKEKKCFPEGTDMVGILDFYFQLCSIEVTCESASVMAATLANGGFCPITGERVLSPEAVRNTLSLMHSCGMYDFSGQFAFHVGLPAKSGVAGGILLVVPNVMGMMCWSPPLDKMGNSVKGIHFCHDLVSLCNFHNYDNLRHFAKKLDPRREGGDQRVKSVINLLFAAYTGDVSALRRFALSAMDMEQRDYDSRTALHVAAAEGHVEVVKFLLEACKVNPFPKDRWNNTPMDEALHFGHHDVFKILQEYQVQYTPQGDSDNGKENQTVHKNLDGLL
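hKGA in 45 mM KH2PO4 (pH 8.2), 0.02% Tween-20 with compound, then 1mM L-Glutamine (stock as added) plus glutamate oxidase/HRP/Amplex red coupling mix. Fluorescence read initially and after 30 min at RT; signal change reflects glutamate formation.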
G9a inh: inhibitors of human histone lysine methyltransferase G9a; G9a H3K9 monomethylation, AlphaScreen, 2 h; Potency, µM (doses to about 102 µM), for the others: top-dose activity, negative = inhibition, hits mostly inhibitors; 8.8% of 350,000 active; AID 504332; further: potency means the concentration at half of the fitted maximal effect; on the % scale 0 is the no-effect control and ±100 the full control effect; nearly all actives have a fitted effect of over 75% in size
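Signal arises when biotinylated H3K9 peptide, once monomethylated, bridges streptavidin donor and antibody-captured acceptor beads. Enzyme at 20 nM was preincubated 15 min with test compounds; peptide 500 nM and SAM 20 uM then reacted for 2 h.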
JMJD2A Tudor inh: JMJD2A Tudor domain (human) inhibition; AlphaScreen JMJD2A-Tudor / H3K4me3 peptide binding; Potency, µM (highest dose often 114 µM), for the others: top-dose activity change, negative = inhibition, most hits filed as inhibitors; O75164; AID 504339; 4.4% of 390,000 active; further: potency means the concentration at half of the fitted maximal effect; on the % scale 0 is the no-effect control and ±100 the full control effect; nearly all actives have a fitted effect of over 50% in size
ERG-DNA inh: ERG Ets/DNA interaction inhibition; Potency, µM (top dose mostly 76.9 µM), without a hit: at the top dose FP activity, negative = inhibition, hits mostly inhibitors; fluorescence polarization, His-ERG Ets domain / labelled DNA; 0.028% of 370,000 active; active means well fitted inhibition curve with a large enough effect in the polarisation, with a control signal flat; inconclusive means small, poorly fitted or top-dose-only effect, or effect the other way, or a change in a side signal; inactive means no such curve, though single readings can be large or run the other way; the % refers to the polarisation;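 further: polarization taken with two DNA probes labelled with fluorescein and Texas red; potency means the concentration at half of the fitted maximal effect; % of control where 0% means no effect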
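His-tagged ERG Ets domain (1 uM in the protein solution; 300mM KCl, 50mM Tris-HCl, 1mM EDTA, 1mM DTT, pH 7.5) received compound, then a probe mix of 5 nM fluorescein-DNA and 100nM Texas-615-DNA. Fluorescence polarization was read for both dyes.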
Pin1 inhibitor: blocks the human prolyl isomerase Pin1 | Q13526 | Pin1 FP peptide displacement, HiFluor488, 10 min | Potency, µM (top dose mostly 115 µM), inactives show top-dose activity, negative = inhibition, usual class: inhibitors | 0.009% of 390,000 active; active means well fitted inhibition curve with a large enough effect in the polarisation, with a control signal flat, not every such curve was filed as active; inconclusive means small, poorly fitted or top-dose-only effect, or effect the other way, or a change in a side signal; inactive means no such curve, though single readings can be large or run the other way; the % refers to the polarisation; further: potency means the concentration at half of the fitted maximal effect; on the % scale 0 is the no-effect control and ±100 the full control effect
Target sequence (Q13526 whole entry, looked up): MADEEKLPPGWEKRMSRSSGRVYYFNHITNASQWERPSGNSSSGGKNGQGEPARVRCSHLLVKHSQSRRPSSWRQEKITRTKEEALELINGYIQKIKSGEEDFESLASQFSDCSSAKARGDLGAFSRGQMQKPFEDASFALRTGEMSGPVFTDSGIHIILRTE
An asterisk follows results filed as active; i = inactive; u = inconclusive; x = no result given; [ ] = another dose, or the depositor's remark. Unless noted, the call rests on the fitted dose curve; in most records, active means well fitted curve in the direction sought with a large enough effect; inconclusive means small, poorly fitted or top-dose-only effect, or another doubt; inactive means no such curve, though single readings can be large; an effect the other way counts as inactive or inconclusive. Hits appear at their usual frequency; 11% or so of the library scored in one or more.

#	SMILES	PI4K2A inh	BAZ2B block	HP1b chromo inh	PGK inhibitor	GLS inhibitor
1	O=c1[nH]oc(O)c1-c1ncc(C(F)(F)F)cc1Cl	-7	-31%	18%	i	22%
2	Cc1ccc2c(c1)c(=O)c1ccccc1n2CCCC(=O)Nc1ccc(C)c(C)c1	-2	23%	128%[activator]	i	0%
3	COc1ccc(-c2cc(C(=O)Oc3ccccc3)c3cc(C)ccc3n2)cc1	-1	55%[activator]	184%[activator]	-8%	-8%
4	O=C(NCCN1C(=O)C2C3C=CC(C3)C2C1=O)Nc1ccccc1 (stereo not drawn)	-7	3%	32%	8%	-3%
5	N#Cc1ccccc1Cn1c(=O)n(-c2ccc(CC(=O)NCc3ccco3)cc2)c(=O)c2sccc21	2	-3%	18%	-9%	-2%
6	CC1(c2ccc3c(c2)OCCO3)NC(=O)N(CC(=O)Nc2ccccc2F)C1=O (stereo not drawn)	1	-25%	29%	-9%	-4%
7	COc1ccc(S(=O)(=O)Nc2cc(OC)c(NC(=O)c3ccco3)cc2OC)cc1	2	u	0%	x	17%
8	COCCN(C(=O)COC(=O)CCOc1ccccc1)c1c(N)n(Cc2ccccc2)c(=O)[nH]c1=O	-3	15%	23%	5%	5%
9	CC(C)c1ccc(NC2=CC(=O)CC(C)(C)C2)cc1	-3	-30%	23%	-8%	16%
10	COCC(=O)Nc1nnc(COc2ccccc2)s1	0	0%	7%	-2%	6%
11	NS(=O)(=O)c1ccc(NC(=O)CN2C(=O)COc3ccc(Cl)cc32)cc1	-4	-38%	18%	-6%	-4%
12	Cc1ccccc1-c1noc(CSc2nnc(-c3ccncc3)n2-c2ccc(F)cc2)n1	1	-21%	-4%	-3%	0%

#	G9a inh	JMJD2A Tudor inh	ERG-DNA inh	Pin1 inhibitor
1	45µM*	-15%	10%	-7%
2	61%[activator][59 µM]	50%[activator]	-13%	u
3	133%[activator][59 µM]	71%[activator]	1%	3%
4	8%	-4%	-4%	1%
5	-9%[59 µM]	-22%	2%	30%
6	-31%	-12%	1%	1%
7	u	u	x	-4%
8	6%[0.501 µM]	0%	-1%	-1%
9	19%	-17%	7%	-11%
10	-15%[59 µM]	-13%	4%	3%
11	u	u	-1%	28%
12	-28%[59 µM]	-34%	-4%	-3%

Next part
#	SMILES	PI4K2A inh	BAZ2B block	HP1b chromo inh	PGK inhibitor	GLS inhibitor
13	O=C(Cc1ccc(NC(=O)N2CCSc3ncccc32)cc1)NCCc1ccccc1	3	-6%	16%	5%	-6%
14	Cc1cccc(CC2SC(N)=NC2=O)c1 (stereo not drawn)	-3	1%	-8%	7%	-1%
15	O=C(CN1C(=O)NC2(CCCC2)C1=O)OCc1ccc(Cl)cc1Cl	0	0%	36%	-3%	-1%
16	CC(=O)Nc1ccc(NC(=O)CCCCCN2C(=O)c3ccccc3C2=O)cc1	0	-3%	26%	3%	-13%
17	CCCCCNC(=O)Cc1ccc(S(=O)(=O)N2CCOCC2)s1	-1	-6%	5%	-4%	1%
18	O=C(CCS(=O)(=O)c1ccc(Br)s1)NCc1cccs1	4	7%	22%	i	-4%
19	CCOc1ccc(NC(=O)N[C@@H](Cc2ccccc2)C(=O)O)cc1	-1	-3%	0%	i	0%
20	CCS(=O)(=O)N1CCC(C(=O)N2CCc3ccccc3C2)CC1	0	3%	22%	-1%	5%
21	Cc1cccc(C)c1NC(=O)C1CCCN(CCCc2ccccc2)C1 (stereo not drawn)	1	13%	55%[activator]	i	-17%
22	CC(C)CNC(=O)CN(C1CCCCC1)S(=O)(=O)c1ccccc1	2	5%	40%[activator]	9%	0%
23	CC(C)c1ccccc1NC(=S)NC1CCN(Cc2ccccc2)CC1	6	-36%	0%	6%	5%
24	CCc1ccc(CNC(=O)c2cc3c(=O)oc4ccc(C)cc4c3s2)cc1	8	-5%	31%[activator]	-1%	0%

#	G9a inh	JMJD2A Tudor inh	ERG-DNA inh	Pin1 inhibitor
13	-33%[59 µM]	-2%	2%	-5%
14	50µM*	-9%	-5%	-6%
15	-4%	-2%	1%	-1%
16	-2%[59 µM]	-3%	0%	0%
17	-42%	-15%	-1%	15%
18	-48%[59 µM]	2%	-1%	-1%
19	-2%	-8%	-2%	-7%
20	6%	4%	x	0%
21	13%[59 µM]	-9%[11.4 µM]	3%	-14%
22	-14%	-21%	-3%	0%
23	16%[59 µM]	-23%	-13%	-1%
24	1%[59 µM]	-7%	-20%	5%

Part of the list above, with values under each structure.
Values run as follows: PI4K2A inh, BAZ2B block, HP1b chromo inh, PGK inhibitor, GLS inhibitor, G9a inh, JMJD2A Tudor inh, ERG-DNA inh, Pin1 inhibitor
16. CC(=O)Nc1ccc(NC(=O)CCCCCN2C(=O)c3ccccc3C2=O)cc1
→ 0, -3%, 26%, 3%, -13%, -2%[59 µM], -3%, 0%, 0%
23. CC(C)c1ccccc1NC(=S)NC1CCN(Cc2ccccc2)CC1
→ 6, -36%, 0%, 6%, 5%, 16%[59 µM], -23%, -13%, -1%

Next records
#	SMILES	PI4K2A inh	BAZ2B block	HP1b chromo inh	PGK inhibitor	GLS inhibitor
25	COc1ccccc1CN(C(=O)c1cnccn1)C(C(=O)NC1CCCCC1)c1cc(OC)c(OC)c(OC)c1 (stereo not drawn)	-2	-14%	35%	-4%	-6%
26	O=C(NC(=S)Nc1ccc(-c2ccccc2)cc1)c1ccccc1	-9	x	-14%[57 µM]	i	2%
27	CCCCOc1ccc(C(=O)NCc2ccccn2)cc1	-4	4%	40%[activator]	-1%	-8%
28	Cc1nc(SCC(=O)N2CCCCCC2)c2c(=O)n(C)c(=O)n(CC(C)C)c2n1	-1	x	46%[activator]	-5%	1%
29	COc1ccccc1CNS(=O)(=O)c1c(C)[nH]c(C)c1C(=O)N1CCCC1	-11	-10%	14%	-3%	11%
30	Cc1ccc(C2NC(=O)NC(O)(C(F)(F)F)C2C(=O)c2ccccc2)o1 (stereo not drawn)	4	19%	4%	-4%	1%
31	CCOC(=O)c1cccc(NC(=O)CCS(=O)(=O)c2ccc3c(c2)CCN3C(=O)CC)c1	-1	x	36%[activator]	i	2%
32	O=C(CSc1nc2ccsc2c(=O)n1CC1CCC(C(=O)O)CC1)c1ccc(F)cc1 (stereo not drawn)	-2	x	43%[activator]	-13%	1%
33	CC(C)C1Nc2ccc(C(=O)NCCCN3CCOCC3)cc2NC1=O (stereo not drawn)	-3	-5%	14%	-6%	u
34	Cc1ccc(NC(=S)/N=C(\N)Nc2nc(C)c3cc(C)ccc3n2)c(C)c1	-4	-32%	25%	-2%	5%
35	Cc1ccc2c(c1)c(N=Nc1ccc([N+](=O)[O-])cc1)c(O)n2C	0	-1%	10%	-4%	-2%
36	CC12CCC(=O)N1C(C(=O)Nc1ccc(F)c(F)c1F)CS2 (stereo not drawn)	-7	-6%	13%	-8%	4%

#	G9a inh	JMJD2A Tudor inh	ERG-DNA inh	Pin1 inhibitor
25	9%	-13%	1%	-11%
26	x	-34%	-1%	3%
27	-3%	-15%	-2%	-3%
28	x	-6%	11%	2%
29	-10%	-5%	-9%	6%
30	u	-20%	-6%	-2%
31	11µM*	25µM*	4%	-4%
32	u	-10%	3%	4%
33	-6%	-12%	7%	-6%
34	4%[59 µM]	-27%	3%	25%
35	16%	-22%	-7%	7%
36	13%[12.7 µM]	-11%	5%	-6%

(continued)
#	SMILES	PI4K2A inh	BAZ2B block	HP1b chromo inh	PGK inhibitor	GLS inhibitor
37	Cc1cc(OCC(=O)Nc2sc3c(c2C(N)=O)CCCC3)ccc1C(C)C	-4	1%	-9%	-4%	-5%
38	COc1ccc(OCC(=O)NNC(=O)c2cccc(S(=O)(=O)N(C)C)c2)cc1	3	4%	23%	-3%	19%
39	COc1cc(C(=O)NCc2cc3ccccc3n2C)cc(OC)c1OC	-4	u	10%	-8%	2%
40	CC(C)c1nc(SCC(=O)Nc2ccc3c(c2)OCCO3)c2c(=O)n(C)c(=O)n(C)c2n1	3	3%	25%	-5%	3%

#	G9a inh	JMJD2A Tudor inh	ERG-DNA inh	Pin1 inhibitor
37	30%[59 µM]	-23%	-1%	-9%
38	12%	-3%	-5%	2%
39	-7%[0.501 µM]	-22%	-9%	-6%
40	2%	-24%	-8%	-3%

Quoted at random: 4 records from the list, in no set order.
#	SMILES	PI4K2A inh	BAZ2B block	HP1b chromo inh	PGK inhibitor	GLS inhibitor
30	Cc1ccc(C2NC(=O)NC(O)(C(F)(F)F)C2C(=O)c2ccccc2)o1 (stereo not drawn)	4	19%	4%	-4%	1%
6	CC1(c2ccc3c(c2)OCCO3)NC(=O)N(CC(=O)Nc2ccccc2F)C1=O (stereo not drawn)	1	-25%	29%	-9%	-4%
31	CCOC(=O)c1cccc(NC(=O)CCS(=O)(=O)c2ccc3c(c2)CCN3C(=O)CC)c1	-1	x	36%[activator]	i	2%
12	Cc1ccccc1-c1noc(CSc2nnc(-c3ccncc3)n2-c2ccc(F)cc2)n1	1	-21%	-4%	-3%	0%

#	G9a inh	JMJD2A Tudor inh	ERG-DNA inh	Pin1 inhibitor
30	u	-20%	-6%	-2%
6	-31%	-12%	1%	1%
31	11µM*	25µM*	4%	-4%
12	-28%[59 µM]	-34%	-4%	-3%
